TRb SRC2 PPI: disrupts binding of human TR beta to SRC2; AID 1469; 280,000 tested, 0.065% active; TRbeta-SRC2 peptide binding, fluorescence polarization; receptor liganded with 1 µM T3; Potency, µM (titrated, usually from 106 µM), for the others: top-dose activity change, negative = inhibition, hits mostly inhibitors; P10828;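 further: plate controls were bound peptide for no effect and peptide without receptor for full effect; nearly all actives have a fitted effect of over 50% in size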
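TRb LBD 0.6 uM + Texas Red SRC2 peptide 20 nM, 1 uM T3, Tris buffer w/ 5% DMSO; compound pinned, 5 h RT; FP read ex 555/em 632; normalized to unbound and bound controls.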
RGS12 GoLoco inh: inhibitors of human Gai1-RGS12 GoLoco interaction (red fluorophore). P63096. AID 880. Potency, µM (titrated, usually from 61.6 µM), inactives show at the highest dose activity, negative = inhibition, most hits filed as inhibitors. Gai1:RGS12 GoLoco peptide FP, rhodamine, 10 min. 230,000 tested, 0.44% active; active means well fitted inhibition curve with a large enough effect, not every such curve was filed as active; inactive means no such curve, though single readings can be large or run the other way; further: nearly all actives have a fitted effect of over 30% in size; many of its hits are not listed in these tables
TexasRed fluor: Texas Red fluorescence interference in TRb-SRC2 counter-screen; TRb/SRC2 Texas Red total fluorescence interference; Potency, µM (series often up to 106 µM), inactives show at the top dose fluorescence change, negative = quenching; 280,000 tested, 0.29% active; active means well fitted curve in either direction with a large enough effect; inconclusive means small, poorly fitted or top-dose-only effect
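Human TRb ligand-binding domain at 0.6 uM with 20 nM Texas Red SRC2 peptide in Tris buffer containing 1 uM T3 and 5% DMSO, incubated with compound 5 h at ambient temperature. Total fluorescence (555/632 nm) calculated as parallel + 2 × perpendicular.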
KDM4E inh: inhibitors of human JMJD2E histone demethylase; 230,000 tested, 1.6% active; B2RXH2; Potency, µM (highest dose often 57.1 µM), without a hit: at the highest dose activity change, negative = inhibition, hits mostly inhibitors; AID 2147; JMJD2E catalytic domain, FDH-coupled NADH fluorescence (FDH is formaldehyde dehydrogenase); active means well fitted inhibition curve with a large enough effect, not every such curve was filed as active; inconclusive means small, poorly fitted or top-dose-only effect, or another doubt; inactive means no such curve, though single readings can be large or run the other way;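 further: 0% = wells with enzyme and -100% = buffer wells without enzyme; nearly all actives have a fitted effect of over 50% in size; many of its hits are not listed in these tables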
Tau ThT inhib: inhibitors of human tau fibril formation, thioflavin T binding. P10636. recombinant tau K18 P301L, heparin-induced fibrillization, ThT fluorescence. Potency, µM (doses to about 57.4 µM), inactives show at the top dose activity, negative = inhibition, actives largely listed as inhibitors. 270,000 tested, 2.1% active; further: nearly all actives have a fitted effect of over 55% in size
Target sequence (P10636 561-689 P618L limits assumed): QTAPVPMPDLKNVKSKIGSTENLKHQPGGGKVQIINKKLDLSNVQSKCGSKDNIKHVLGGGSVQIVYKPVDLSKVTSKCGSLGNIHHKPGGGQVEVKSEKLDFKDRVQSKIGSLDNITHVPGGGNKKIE
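ThT emission at 510 nm, taken 1 hr after adding 30 uM dye, quantifies aggregates formed when 20 uM heparin acts on human tau K18 P301L for 6 hr at 37 C.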
Tau fibril FP: tau fibrillization inhibition (FP); P10636; K18 P301L tau heparin fibrillization, Alexa594 FP, 6 h; Potency, µM (titrated, usually from 57.7 µM), inactives show at the top dose activity, negative = inhibition, usual class: inhibitors; 280,000 tested, 0.39% active; AID 1468; further: nearly all actives have a fitted effect of over 55% in size
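FP of Alexa 594-tau after heparin (20 uM) induction. Substrate: human K18 P301L, 15 uM unlabeled, 0.24 uM labeled. Buffer 100 mM sodium acetate pH 7. 6 hr, 37 C.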
RECQ1 helicase: blocks DNA unwinding by human RECQ1. Potency, µM (doses to about 57.3 µM), for the others: top-dose activity, negative = inhibition, hits mostly inhibitors. 240,000 tested, 0.54% active. P46063. RECQ1 DNA unwinding, red fluorescence kinetic read;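 further: plate controls were vehicle for no effect and no enzyme for full effect; nearly all actives have a fitted effect of over 30% in size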
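RECQ1T1 50 nM; forked duplex (20 bp + 30-nt ss tails) 200 nM, ATP 2 mM final; pH 8.0, 2 mM MgCl2, 2.5 ug/ml poly(dI-dC); 15 min compound preincubation; discontinuous kinetic read over 2 h at RT.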
L3MBTL1 inh: L3MBTL1 (human) inhibition. 230,000 tested, 0.66% active. Q9Y468. AlphaScreen L3MBTL1–H3K9me1 peptide binding. Potency, µM (doses to about 57.1 µM), inactives show at the top dose activity, negative = inhibition, usual class: inhibitors; further: nearly all actives have a fitted effect of over 60% in size
Target sequence (Q9Y468 whole entry, looked up): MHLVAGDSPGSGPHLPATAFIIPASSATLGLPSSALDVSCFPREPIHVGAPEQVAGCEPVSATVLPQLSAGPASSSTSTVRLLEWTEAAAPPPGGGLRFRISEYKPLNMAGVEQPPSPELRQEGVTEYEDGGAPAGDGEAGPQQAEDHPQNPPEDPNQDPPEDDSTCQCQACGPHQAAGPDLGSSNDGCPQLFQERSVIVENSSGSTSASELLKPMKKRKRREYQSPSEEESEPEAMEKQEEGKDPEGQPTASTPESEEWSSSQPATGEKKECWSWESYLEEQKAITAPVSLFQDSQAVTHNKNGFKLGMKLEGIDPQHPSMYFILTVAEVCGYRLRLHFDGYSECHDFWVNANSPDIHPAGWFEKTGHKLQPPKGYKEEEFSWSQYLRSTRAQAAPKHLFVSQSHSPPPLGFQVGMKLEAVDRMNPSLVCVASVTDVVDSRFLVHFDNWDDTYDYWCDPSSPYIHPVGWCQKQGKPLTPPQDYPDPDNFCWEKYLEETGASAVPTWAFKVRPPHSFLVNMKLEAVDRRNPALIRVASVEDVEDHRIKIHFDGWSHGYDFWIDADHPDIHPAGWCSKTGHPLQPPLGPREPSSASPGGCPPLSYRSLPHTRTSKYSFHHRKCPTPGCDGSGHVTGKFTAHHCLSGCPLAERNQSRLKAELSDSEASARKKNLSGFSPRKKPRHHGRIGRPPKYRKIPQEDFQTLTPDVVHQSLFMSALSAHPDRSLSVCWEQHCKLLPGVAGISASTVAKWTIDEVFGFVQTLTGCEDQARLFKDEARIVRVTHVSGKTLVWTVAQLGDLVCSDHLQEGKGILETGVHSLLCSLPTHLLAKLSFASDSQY
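Displacement of a biotinylated histone H3(1-15) peptide monomethylated at Lys9 (75 nM) from L3MBTL1 (50 nM) was measured by AlphaScreen after a 30 min room-temperature compound incubation; cefsulodin titration served as intraplate control.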
Active calls of the source: *; i = inactive; u = inconclusive; x = no result given; [ ] = remark or other dose. Unless noted, the call rests on the fitted dose curve; in most records, active means well fitted curve in the direction sought with a large enough effect; inconclusive means small, poorly fitted or top-dose-only effect, or another doubt; inactive means no such curve, though single readings can be large; an effect the other way counts as inactive or inconclusive. Unless noted, on the % scale 0 is the no-effect control and ±100 the full control effect; potency means the concentration at half of the fitted maximal effect. The list is partial; the hit share may differ from the screen's.

The opening 3 entries as a preview:
SMILES	TRb SRC2 PPI	RGS12 GoLoco inh	TexasRed fluor	KDM4E inh	Tau ThT inhib	Tau fibril FP	RECQ1 helicase	L3MBTL1 inh
COc1ccc(-n2nc3c(c2NC(=O)c2cc(Br)ccc2Cl)CS(=O)C3)cc1 (stereo unspecified)	1%	-2%	-2%	-7%	-4%	-5%	-6%	x
S=C(N/N=C/c1ccc2ncccc2c1)Nc1cccnc1	-2%	8%	-1%	-7%	-18%	-8%	-1%	5%[11.4 µM]
COCCN1C(=O)c2ccccc2C(C(=O)NCc2ccco2)C1c1c[nH]c2ccccc12 (stereo unspecified)	-3%	-5%	-2%	1%	-5%	0%	-6%	-5%

Main list, from the first entry:
SMILES	TRb SRC2 PPI	RGS12 GoLoco inh	TexasRed fluor	KDM4E inh	Tau ThT inhib	Tau fibril FP	RECQ1 helicase	L3MBTL1 inh
COc1ccc(-n2nc3c(c2NC(=O)c2cc(Br)ccc2Cl)CS(=O)C3)cc1 (stereo unspecified)	1%	-2%	-2%	-7%	-4%	-5%	-6%	x
S=C(N/N=C/c1ccc2ncccc2c1)Nc1cccnc1	-2%	8%	-1%	-7%	-18%	-8%	-1%	5%[11.4 µM]
COCCN1C(=O)c2ccccc2C(C(=O)NCc2ccco2)C1c1c[nH]c2ccccc12 (stereo unspecified)	-3%	-5%	-2%	1%	-5%	0%	-6%	-5%
O=c1c(S(=O)(=O)c2ccc(Cl)cc2)cn(Cc2cccc(F)c2)c2ccc(F)cc12	8%	6%	0%	7%	-3%	2%	-1%	9%
Cc1ccc(C(=O)Nc2c(C(=O)NCc3ccco3)cnn2-c2ccccc2)cc1	11%	1%	2%	6%	-9%	-4%	-4%	-13%
COC(=O)c1ccccc1NC(=O)CSc1nc(C)cc(C)n1	-9%	17%	-2%	u	-4%	8%	0%	15%
CCc1cc(OCCCCNCc2ccccc2)ccc1Cl	-2%	13%	-2%	u	-17%	7%	i	11%
CCCCC(=O)OCC(=O)c1[nH]c(C)c(C(=O)OCC)c1C	-9%	5%	-1%	1%	-13%	-2%	-4%	x
O=C(NCCO)/C(=C/c1ccc2c(c1)OCO2)NC(=O)c1ccc(Br)cc1	8%	6%	-1%	-3%	u	3%[2.34 µM]	18%	-1%
Cn1c(=O)c2c(-c3ccc(Br)cc3)n(Cc3ccc(F)cc3)cc2n(C)c1=O	-5%	x	-2%	x	u	-13%	x	x
Cc1ccc(OCCC(=O)OCC(=O)NCCc2ccccc2)cc1	-1%	1%	1%	u	-7%	8%	-22%	x
COc1cc(C=O)ccc1OCCSc1ccc(C)cc1	-3%	3%	0%	5%	u	-6%	-13%	27%
Cc1ccc2c(c1)NC(=O)C(CC(=O)NCCCN1CCN(c3cc(Cl)ccc3C)CC1)O2 (stereo unspecified)	-6%	10%	-1%	4%	u	12%	1%	4%
Cc1ccc(Oc2ccc(NC(=O)CCC(=O)OCC(=O)c3cccs3)cc2)cc1C	-9%	9%	-1%	6%	-14%	-6%	0%	-2%
Cc1cccc(-n2ncc3c(N4CCCC(C)C4)ncnc32)c1 (stereo unspecified)	-1%	x	-3%	x	u	-4%	x	x
CC1(C)NC(=O)N(c2ccccc2Cl)C1(C)NO (stereo unspecified)	10%	8%	2%	4%	-7%	-7%	i	x
COc1ccccc1NC(=O)C1C2CCCCC21 (stereo unspecified)	-5%	3%	-1%	8%	-5%	1%	-1%	6%
CN(CC(=O)N1CCN(c2cccc(Cl)c2)CC1)S(=O)(=O)c1cnc[nH]1	1%	5%	-2%	14%	-17%	-7%	-5%	-4%
CNC(=O)C1CC(=O)N(c2ccc(C)cc2)C1 (stereo unspecified)	-1%	5%	-1%	4%	-7%	-6%	i	1%
O=C(CC(NCc1ccccn1)C(=O)O)Nc1ccccc1Cl (stereo unspecified)	0%	8%	-4%	11%	-6%	-6%	-8%	20µM*
Cc1nn(-c2ccccc2)c(Cl)c1/C=C/C(=O)c1ccccc1	1%	10%	-2%	-3%	u	18%	u	x
CC(Oc1ccc(Br)cc1)C(=O)N1CCc2ccccc21 (stereo unspecified)	-4%	-4%	-7%	2%	8%	4%	i	64%[activator]
O=C(CNCC1CCCO1)Nc1ccccc1N1CCOCC1 (stereo unspecified)	-3%	4%	-1%	u	-14%	-2%	i	5%
Cn1c(CNC(=O)c2ccccc2)nnc1SCC(=O)N1CCN(c2ccccc2)CC1	-5%	10%	0%	3%	-4%	7%	i	1%
CC(C)(C)OC(=O)N1CCNc2ccccc2C1	-20%	4%	-1%	1%	-10%	0%	-6%	5%
Cc1ccc(-c2nnn(C(C)C(=O)N3c4ccccc4CCc4ccccc43)n2)cc1 (stereo unspecified)	-2%	9%	1%	-6%	-12%	0%	-12%	-3%
O=C(CCSc1ccccc1)Nc1nc2c(s1)COc1ccccc1-2	5%	8%	-1%	u	u	-15%	i	-1%
COC(=O)c1cc(OC)c(OC)cc1NCC(=O)Nc1cccc(C(F)(F)F)c1	6%[53 µM]	8%	-3%[53 µM]	u	u	u	u	-7%
COC(=O)NC(c1ccccc1)C1(C(=O)OC)C(=O)Cc2ccccc21 (stereo unspecified)	8%	3%	-1%	2%	-7%	-6%	-7%	x
O=C(c1ccco1)N1N=C(c2ccccc2)CC1c1ccc2nccnc2c1 (stereo unspecified)	1%	14%	1%	0%	-19%	0%	-2%	-8%

3 structures out of the list, arranged by count of non-hydrogen atoms, low to high:
SMILES	TRb SRC2 PPI	RGS12 GoLoco inh	TexasRed fluor	KDM4E inh	Tau ThT inhib	Tau fibril FP	RECQ1 helicase	L3MBTL1 inh
O=C(c1ccco1)N1N=C(c2ccccc2)CC1c1ccc2nccnc2c1 (stereo unspecified)	1%	14%	1%	0%	-19%	0%	-2%	-8%
COC(=O)c1cc(OC)c(OC)cc1NCC(=O)Nc1cccc(C(F)(F)F)c1	6%[53 µM]	8%	-3%[53 µM]	u	u	u	u	-7%
Cn1c(CNC(=O)c2ccccc2)nnc1SCC(=O)N1CCN(c2ccccc2)CC1	-5%	10%	0%	3%	-4%	7%	i	1%

The list continues:
SMILES	TRb SRC2 PPI	RGS12 GoLoco inh	TexasRed fluor	KDM4E inh	Tau ThT inhib	Tau fibril FP	RECQ1 helicase	L3MBTL1 inh
COc1ccc(N)c(C)c1	-12%	-1%	3%	x	x	x	-11%	x
Cc1cccc(CN2C(=O)N/C(=C/c3ccc(C)s3)C2=O)c1	2%	87%[activator]	-6%	-9%	u	8%	-9%	x
CC(C)(C)n1nnnc1CN(Cc1cccnc1)Cc1ccccc1Cl	4%	8%	5%	10%	-10%	2%	-15%	x
CC(C)CNC(=O)c1cc(-c2ccc(Br)cc2)on1	-2%	-7%	0%	16%	-4%	0%	5%	8%
CCc1c(C)nc2nc(NC(C)=O)[nH]n2c1=O	-10%	12%	-1%	4%	-9%	4%	-2%	x
O=C(NCc1ccc(S(=O)(=O)NC2CCCCC2)s1)c1ccccc1	0%	8%	0%	2%	-9%	-8%	-4%	-3%
COc1ccccc1-c1noc(-c2ccc(N3CCN(C)CC3)c([N+](=O)[O-])c2)n1	9%	x	1%	x	-3%	3%	x	x
O=C(NCc1ccc(OC(F)(F)F)cc1)C12CN(Cc3ccccc3)CC1C(c1cccc([N+](=O)[O-])c1)=NO2 (stereo unspecified)	-5%	-4%	-2%	-5%	-11%	-3%	-20%	-12%
COc1ccc(CCNC(=O)C2CCN(C(=O)NC3CCCCC3)CC2)cc1	9%	2%	0%	-1%	-16%	4%	3%	-1%
CC1(C)CC(=O)C2=C(C1)N(c1cccnc1)C(N)=C(C#N)C2c1cccs1 (stereo unspecified)	-6%	29%	-6%	-3%	20µM*	u	i	-6%
CCCOc1cccc(C(=O)Nc2cc(-c3nc4ccccc4[nH]3)ccc2C)c1	-2%	x	-21%	x	-13%	u	x	x
CCOc1ccccc1NS(=O)(=O)c1c(C)noc1C	6%	12%	-5%	-11%	u	4%	-11%	-7%
CCCCn1c(=S)[nH]c2ncccc2c1=O	-8%	-9%	-1%	3%	-8%	u	-12%	0%
O=c1cc[nH]c2cccc(Cc3ccccc3)c12	-2%	5%	0%	-7%	-8%	-5%	1%	3%
CC(=O)Nc1nc(COc2ccccc2)cs1	-6%	10%	0%	-1%	-9%	2%	i	4%[11.4 µM]
COC(=O)c1c(NC(=O)CC2Nc3cc(C)c(C)cc3NC2=O)sc(C)c1C (stereo unspecified)	6%	x	-4%	-6%	12%	3%	8%	7%
Cc1cccn2c(CNCC3OCCc4ccccc43)c(C(=O)N3CCCCC3)nc12 (stereo unspecified)	-2%	0%	-3%	-2%	-4%	-5%	-12%	0%
O=C(Cc1c(O)c2ccccc2[nH]c1=O)OC1CCCCC1	-1%	-2%	2%	u	5%	3%	0%	2%
CCOC(=O)c1c(NC(C)=O)c2c3c(sc2n1Cc1cc(C)ccc1C)CCCC3	-7%	x	-10%	x	10%	-11%	x	x
Cc1nc2nc(-c3cccs3)cn2nc1C	-7%	14%	-4%	u	16%	-3%	i	2%
COc1ccc2nc(SC)cc(C)c2c1	3%	2%	2%	-12%	-19%	-6%	5%	26%
COc1cccc(C(=O)NC2(C(F)(F)F)C(=O)Nc3c2c(=O)[nH]c(=O)n3-c2ccc(C)cc2)c1 (stereo unspecified)	5%	x	2%	x	-1%	7%	x	x
Cc1cc(C)c(S(=O)(=O)c2ccccc2)c(N(C)C)n1	5%	-7%	4%	6%	-10%	1%	i	10%
COc1cc2c3nnc(-c4ccc(F)cc4)c-3cn(Cc3ccc(F)cc3)c2cc1OC	-8%	45%[activator]	-8%	u	u	u	-7%	x
O=CN/N=C/c1c(O)ccc2ccccc12	1%	8%	-4%	11µM*	-3%	-8%	-20%	-13%
Cn1c(=O)oc2cc(S(=O)(=O)NC(Cc3ccccc3)C(=O)NCc3ccc(F)cc3)ccc21 (stereo unspecified)	8%	x	-1%	x	13%	-3%	x	x
COc1cccc(NC(=O)Nc2nccc(C)n2)c1	-1%	-11%	0%	5%	-8%	-7%	1%	4%
CCn1c(O)c(C=NCCN2CCOCC2)sc1=S	-2%	3%	0%	0%	-6%	-2%	12%	x
CCn1c(-c2nn(-c3ccc(C)cc3)ccc2=O)n[nH]c1=S	-3%	27%	-4%	u	-4%	-3%	-3%	-6%[11.4 µM]
COc1ccc(/C=N/NS(C)(=O)=O)c(OC)c1	0%	12%	-5%	-1%	-2%	-3%	3%	-2%
Cc1cccc(C(CC(=O)NCCc2ccccc2)c2ccccc2)c1O (stereo unspecified)	0%	0%	-1%	-20%	-7%	-1%	-6%	4%

From PubChem
